Screening results: PubChem BioAssay, National Center for Advancing Translational Sciences (NCATS)
Nrf2 ARE act: qHTS of Nrf2 Activators | AREc32 ARE-luciferase reporter (MCF7-derived line), luminescence, 24 h | Potency, µM (top dose mostly 46.1 µM), without a hit: at the highest dose activation, most hits filed as activators | hit rate 0.31% among 410,000 | AID 624171, 2012; note: potency is the fitted concentration of half-maximal effect; % of control where 0% means no effect; nearly all actives have a fitted effect of over 65% in size
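Luminescent ARE reporter assay in AREc32_Fluc cells: overnight plating at 37 deg C, 24 hr compound incubation, Steady-Glo added, 30 min RT before reading.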
MCF10A rereplic: A quantitative high throughput screen for small molecules that induce DNA re-replication in MCF 10a normal breast cells; AID 624296, 2012; MCF 10A DNA re-replication, Hoechst nuclear intensity, 48 h; Potency, µM (top dose mostly 46.1 µM), for the others: top-dose activity, positive = re-replication, usual class: activators; hit rate 2.9% among 350,000; note: potency is the fitted concentration of half-maximal effect; % of control where 0% means no effect; nearly all actives have a fitted effect of over 50% in size
A549 viability: Nrf2 qHTS screen for inhibitors: counterscreen for cytotoxicity; A549 ARE-Fluc cells, CellTiter-Fluor viability, 18-24 h; Potency, µM (doses to about 46 µM), for the others: at the top dose activity change, negative = cytotoxicity, hits mostly inhibitors; hit rate 0.16% among 390,000; AID 504648, 2011; note: potency is the fitted concentration of half-maximal effect; % is set by controls: 0 for no effect and ±100 for the full control effect
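Cytotoxicity counterscreen: CellTiter-Fluor fluorescence was measured in A549 ARE_Fluc cells after 18-24 h of compound exposure in a concentration series. The subsequent BugLite luminescent read reports ARE-luciferase activity.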
ATXN2 expr inh: Primary qHTS for Inhibitors of ATXN expression; HEK-293 ATXN2-luciferase reporter, luminescence, 24 h; Potency, µM (highest dose often 57 µM), for inactives: top-dose activity change, negative = inhibition, hits mostly inhibitors; hit rate 0.72% among 360,000; note: potency is the fitted concentration of half-maximal effect; % is set by controls: 0 for no effect and ±100 for the full control effect; nearly all actives have a fitted effect of over 55% in size
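ATXN2-luciferase reporter cells (luciferase flanked by upstream and downstream ATXN2 gene portions) were treated 24 h at 37 °C with compounds at up to 57 uM. SteadyGlo luminescence gave expression; GF-AFC fluorescence gave viability.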
S2 tox: Viability Counterscreen for Primary qHTS for Inhibitors of ATXN expression | hit rate 0.49% among 400,000 | Potency, µM (series often up to 56.7 µM), hits mostly cytotoxic | S2 cells (HEK-293 line with an ATXN2-luciferase reporter) viability, CellTiter-Fluor protease fluorescence, 24 h | AID 651635, 2014; note: potency is the fitted concentration of half-maximal effect; nearly all actives have a fitted effect of over 40% in size
IL1B secr inh: qHTS for Inhibitors of Inflammasome Signaling: IL-1-beta AlphaLISA Primary Screen; hit rate 4.7% among 360,000; activity change, % at 57.5 µM; THP-1 LPS/ATP IL-1B secretion, AlphaLISA, 16 h; active compounds read low; in the data active = activity change below about -50%; inconclusive = mostly about -30% to -49%; note: % is set by controls: 0 for no effect and ±100 for the full control effect
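Secreted IL-1B measured by AlphaLISA bead assay after 16 h compound exposure of THP-1 cells; compounds (final up to 57.5 uM) added 1 h before LPS (250 ng/mL) and ATP (1.25 mM) stimulation; lower signal means less secretion.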
Nrf2 block: Nrf2 qHTS screen for inhibitors. A549 ARE-Fluc reporter, luciferase luminescence, 18-24 h. Potency, µM (highest dose often 46 µM), for inactives: at the top dose activity change, negative = inhibition, most hits filed as inhibitors. hit rate 2.1% among 360,000. AID 504444, 2011; note: potency is the fitted concentration of half-maximal effect; % is set by controls: 0 for no effect and ±100 for the full control effect; nearly all actives have a fitted effect of over 60% in size
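Two sequential reads on A549 ARE_Fluc cells exposed to compound for 18-24 h: a CellTiter-Fluor fluorescence read for viability, then a luciferase luminescence read for Nrf2/ARE activity.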
TGFb SMAD3 inh: qHTS for Inhibitors of TGF-b; AID 588855, 2011; hit rate 1.2% among 410,000; Potency, µM (doses to about 46.1 µM), inactives show at the top dose activity, negative = inhibition, hits mostly inhibitors; HepG2 CAGA-GFP TGF-b/SMAD3 reporter, GFP fluorescence, 18 h; TGF-beta stimulated, 500 pg/mL final; note: potency is the fitted concentration of half-maximal effect; % is set by controls: 0 for no effect and ±100 for the full control effect; nearly all actives have a fitted effect of over 65% in size
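TGF-beta reporter screen: HEPG2 CAGA-GFP, 1% FBS, 500 pg/mL TGF-beta final, 18 h; per-cell GFP summed per well; curves fitted and categorized by class.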
HepG2 tox: qHTS for Inhibitors of TGF-b: Cytotox Counterscreen; Potency, µM (top dose mostly 46.1 µM), inactives show at the top dose activity change, negative = cytotoxicity, usual class: cytotoxic; AID 588856, 2011; hit rate 0.76% among 410,000; HepG2 CAGA-GFP viability, ATP luminescence, 18 h; note: potency is the fitted concentration of half-maximal effect; some results filed as inactive show a strong effect at the top dose
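CellTiter-Glo luminescence gave cytotoxicity after 18 hours at 37 degrees C. The cells were HepG2 CAGA-GFP in 1% FBS DMEM, stimulated with 500 pg/mL TGF-beta after compound addition. %Activity was normalised to no-cell wells (complete cell-killing) and DMSO (no toxicity), and curves were fitted and classified.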
* marks the source's active call; other numbers are inactive results; i = inactive; ? = inconclusive; · = no result given; & = joins results of further samples; [ ] = dose if it differs, or a comment. Unless noted, calls come from the whole dose curve; as a rule, active = well fitted curve in the direction sought with a large enough effect; inconclusive = small, poorly fitted or top-dose-only effect, or another doubt; inactive = no such curve, though single readings can be large; an effect the other way counts as inactive or inconclusive.

mol,Nrf2 ARE act,MCF10A rereplic,A549 viability,ATXN2 expr inh,S2 tox,IL1B secr inh,Nrf2 block,TGFb SMAD3 inh,HepG2 tox
CC(=O)c1cccc(NC(=O)Cn2c(=O)oc3cc(S(=O)(=O)N4CCCC4)ccc32)c1,-0.1%&1.7%,-6%,5%&8%,0%&0%,i,24,-11%&10%,-4%&8%,-24%&-32%
O=C(CSCc1ccc([N+](=O)[O-])cc1)NC1CCCCCC1,-0.2%,4%,8%,-8%,i,13,0%,0%,-21%
COc1ccc(NC(=O)Cn2nc(Cc3cccnc3)c3ccccc3c2=O)cc1OC,-0.5%,-4%,-10%,0%,i,-13,-1%,-2%,-20%
COc1cc(OC)cc(-n2nnnc2SCC(=O)Nc2ccc(C(C)=O)cc2)c1,-0.2%,4%,-2%,3%,i,0,4%,-12%,-1%
COc1ccccc1Nc1nc(-c2c(C)[nH]c3ccccc23)cs1,3.5%,5.8µM*,-9%,9%,i,-1,11%,13%,-30%
COc1ccccc1[N+](=O)[O-],0.0%,-2%,1%,6%,i,-1,-12%,2%,1%
COc1cc2c(-c3ccccc3C)nc3c(c(C)nn3-c3ccccc3)c2cc1OC,-1.4%,·,-1%,5%,i,·,-9%,-5%,-14%
Cc1nn(CC(=O)Nc2cccc(C(F)(F)F)c2)c(=O)c2nn(-c3ccccc3)c(C)c12,0.5%,·,-5%,3%,i,·,13%,1%,-10%
CC(=O)NC(=S)NNC(=O)C(c1ccccc1)c1ccccc1,-0.1%,1%,-15%,·,i,58,-25%,-9%,-4%
CC1CN(C(=O)c2ccccc2OCc2ccccc2Cl)CC(C)O1 (stereo unspecified),0.1%,3%,1%,-2%,i,-11,-8%,12%,-6%
CCc1nc2c(OCc3ccccc3C)cccn2c1N(C)C(=O)C(C)C,2.7%,·,·,-25%,i,114,·,-2%,0%
Fc1ccccc1N1CCN(c2ncnc3nc[nH]c23)CC1,-1.8%,3%,-8%,-22%,i,-2,18%,-3%,-2%
CCc1cccc(C)c1NC(=O)C(c1ccc(O)cc1)N1CCC1=O (stereo unspecified),0.1%,-10%,-2%,-7%,i,6,4%,5%,8%
Cc1ccc(CS(=O)Cc2ccc(C(=O)NCc3ccc(OC(C)C)cc3)o2)cc1 (stereo unspecified),-0.6%,-2%,2%,-5%,i,-7,-12%,-15%,-4%
CC(=O)NC1C(Oc2cccc(C)c2)OC2COC(c3ccco3)OC2C1O (stereo unspecified),-0.7%,-3%,2%,-12%,i,25,12%,0%,-4%
O=C(Nc1ccc(Cl)cc1)C1=Cc2cc(Cl)ccc2OC1,18%,?,-3%,-18%,i,-17,-28%,?,-25%
COc1ccc(-n2c(SCC(=O)NC3CC3)nc3ccccc3c2=O)cc1OC,-0.4%,2%,-4%,4%,i,7,-9%,-1%,10%
CC1OC(OC2C(CO)OC(OCC3OC(OC(=O)[C@@]45CCC(C)(C)C[C@@H]4C4=CC[C@@H]6[C@@]7(C)CCC(OC8OCC(O)C(O)C8OC8OC(C)C(O)C(O)C8O)[C@@](C)(CO)C7CC[C@@]6(C)[C@]4(C)CC5)C(O)C(O)C3O)C(O)C2O)C(O)C(O)C1O (stereo partly specified),-0.1%,3%,-3%,-11%,i,11,-6%,0%,10%
CC(OC(=O)CN1C(=O)NC2(CCCC2)C1=O)C(=O)Nc1cccc(Cl)c1 (stereo unspecified),0.2%,14%,-9%,5%,?,i,2%,?,0%
CCOC(=O)c1ccc(NC(=O)C2COc3ccccc3O2)cc1 (stereo unspecified),0.2%,?,-2%,4%,i,-9,0%,15%,-18%
CC(C)N(C(=O)Cn1c(SCC(=O)N2CCN(c3ccccc3)CC2)nc2ccccc21)C(C)C,-0.3%,-13%,-2%,-4%,i,-15,-9%,-1%,6%
COc1ccc(-c2cc3c(nn2)-c2ccccc2C3=O)cc1,-1.6%,-25%,-9%,?,?,23,?,2%,-61%
Cc1c(F)cccc1NS(=O)(=O)c1ccc2c(c1)n(C)c(=O)c(=O)n2C,-0.6%,?,-1%,-32%,i,-6,0%,10%,3%
O=c1cnnc(Nc2ccccc2)[nH]1,-0.5%,-7%,1%,1%,i,13,15%,6%,1%
O=C(Cc1ccccc1[N+](=O)[O-])NCCCc1ccccc1,-0.5%,-2%,3%,34%,i,1,18%,8%,10%
COc1ccc(NC2CCCN(C(=O)CN3C(=O)c4ccccc4C3=O)C2)cc1OC (stereo unspecified),0.4%,13%,-1%,5%,i,31,7%,-7%,3%
Cc1c(C(=O)NCc2ccc(C(C)C)cc2)sc(=O)n1Cc1cccc(F)c1,6.3%,·,·,8%,i,-3,·,?,-64%
CCOC(CNC(=O)c1cccn2c(=O)c3cc(Cl)ccc3nc12)OCC,3.6%,24%,21%,?,i,-6,11%,-5%,-21%
Cc1ccc(S(=O)(=O)N2CC=C(c3c(C)n(C)c4ccccc34)CC2)cc1,0.6%,?,7%,0%,i,15,-17%,-31%,1%
CN(Cc1ccccc1)Cc1nc2c([nH]1)c(=O)[nH]c(=O)n2C,-0.3%,3%,-6%,-9%,i,6,-24%,4%,-35%

Limited to MCF10A rereplic and Nrf2 ARE act (2 entries from above):
Structure,MCF10A rereplic,Nrf2 ARE act
Cc1ccc(CS(=O)Cc2ccc(C(=O)NCc3ccc(OC(C)C)cc3)o2)cc1 (stereo unspecified),-2%,-0.6%
CC1CN(C(=O)c2ccccc2OCc2ccccc2Cl)CC(C)O1 (stereo unspecified),3%,0.1%

The listing picks up with the 2 entries that preceded the break.
mol,Nrf2 ARE act,MCF10A rereplic,A549 viability,ATXN2 expr inh,S2 tox,IL1B secr inh,Nrf2 block,TGFb SMAD3 inh,HepG2 tox
Cc1ccc(S(=O)(=O)N2CC=C(c3c(C)n(C)c4ccccc34)CC2)cc1,0.6%,?,7%,0%,i,15,-17%,-31%,1%
CN(Cc1ccccc1)Cc1nc2c([nH]1)c(=O)[nH]c(=O)n2C,-0.3%,3%,-6%,-9%,i,6,-24%,4%,-35%
Clc1ccc(C2=NCCn3nc4ccccc4c32)cc1,8.1%,?,-4%,-4%,i,55,8%,-24%,-11%
COc1cccc(NC(=O)COC(=O)c2c(C)noc2C)c1,0.3%,16%,1%,·,i,-11,0%,4%,-98%
CNCC(O)Cn1c(C(F)(F)F)nc2ccccc21 (stereo unspecified),0.4%,9%,2%,2%,i,11,3%,5%,1%
COc1cc2c(cc1OC)-c1cc(NC3CC3)nc(=O)n1CC2,23%,1%,-11%,16%,i,?,?,15%,4%
Nc1ncnc(Nc2cc(Cl)cc(Cl)c2)c1[N+](=O)[O-],2.6%[9.22 µM],-3%,14%,7%,i,0,-4%,2%,-7%
Cc1ccc(C(=O)Cn2ncsc2=N)cc1,2.8%,-1%,-16%,34%[activator],?,0,?,0%,0%
Cc1cccc(NC(=O)C2CC(=O)OC23CCCC3)c1 (stereo unspecified),-0.4%,19%,-1%,15%,i,10,3%,0%,0%
N#C/C(=C(/O)COC(=O)CCc1ccc(S(=O)(=O)N2CCOCC2)cc1)c1nc2ccccc2[nH]1,10%,13%,-14%,?,?,44,-1%,-5%,-22%
C/C(=N\NC(=O)c1ccc(N/N=C(\C)c2ccncc2)cc1)c1ccncc1,2.6%,?,-9%,-7%,i,-82*,-5%,-11%,-27%
CCc1nc(Nc2ccccc2)c2oc3ccccc3c2n1,9.3%,11%,-1%,·,·,-14,-2%,0%,-33%
CC(=O)N(C1CC(C)C(C#N)(C#N)C1(C#N)C#N)N(C)C (stereo unspecified),-1.9%,?,?,?,30µM*,-112*,?,?,-38%
CN1CCC(=O)N(C(CSc2ccc(Br)cc2)c2ccccc2)CC1 (stereo unspecified),·,·,-2%,·,·,·,?,-6%,-25%
CCN(CC)CCCNC(=O)CNC(=S)N(CCCN1CCOCC1)Cc1cccs1,-0.9%,0%,0%,7%,i,7,10%,-9%,8%
CCN(CC)CCCN=Cc1c(O)n(-c2ccccc2C)c(=O)c2ccccc12,0.2%,6%,6%,-18%,i,0,13%,-5%,55%
CCC(c1nnnn1-c1c(C)cccc1C)N1CCN(CC)CC1 (stereo unspecified),-0.2%,·,·,-1%,i,9,·,·,·
CCNC(=O)NC(=O)CSc1nc2ccccc2n1CC(C)C,5.1%,5%,-9%,6%,?,29,3%,1%,21%
Cc1ccc(CNC(=O)c2cccc(N3CCCS3(=O)=O)c2)cc1,3.3%,·,15%,-6%,i,·,-23%,-19%,-7%
O=[N+]([O-])c1ccc(CN2CC(N3CCN(CC4CC4)CC3)CS2(=O)=O)cc1 (stereo unspecified),-1.0%,·,·,5%,i,17,·,0%,24%
CC(O)C(O)C(O)C(O)C1NCCS1 (stereo unspecified),0.4%,-1%,0%,-1%,i,31,·,-48%,0%
Cc1cccn2cc(-c3ccc(F)cc3)nc12,2.1%,17%,3%,35%[activator],i,7,?,6%,-30%
Cc1cc(C)nc(SCc2cn3cc(Cl)ccc3n2)n1,4.5%,2%,0%,-7%,i,-4,-1%,-11%,-26%
COc1ccc(C)c(S(=O)(=O)Nc2ccc(OCC(=O)O)cc2)c1,-1.0%,8%,0%,-1%,i,11,9%,6%,8%
CCOC(=O)N1CCN(CC(O)COC2CC(C)CC(C)(C)C2)CC1 (stereo unspecified),-0.5%,-2%,1%,-3%,?,-17,·,-16%,-32%
COc1ccc2[nH]c(C(=O)O)c(CCN3C(=O)c4cccc([N+](=O)[O-])c4C3=O)c2c1,-1.2%,6%,?,·,i,-18,6%,-1%,10%

No enrichment for hits; overall some 8.8% were active at least once.
